Yfh1-off respiration: enhancers of respiration in Yfh1-depleted yeast, dose response, Friedreich's ataxia, plus single-dose screen (AID 1465). S. cerevisiae Yfh1-off respiration, WST-1 reduction, 72 h; higher fold induction means a stronger effect. fold induction at 50 µM, or EC50 in µM where a hit was titrated. hit rate 0.074% among 220,000;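 active = fold induction of absorbance versus untreated yeast above a set limit, then at least 30% activation at any dose in follow-up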;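 note: activators that raise dye reduction in frataxin-depleted yeast; strong numbers were not always called active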
MT stabilize HCS: microtubule stabilizers in HeLa cells, primary screen, imaging, high-content imaging; hit rate 0.83% among 200,000; AID 2205, 2009; HeLa tubulin immunostaining HCS, 24 h; share of cells brighter than vehicle mean+2SD; % tubulin-high responders, % at 10 µM;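 active = plate Z-score above 3 for both tubulin-high and condensed-nucleus cell shares, with cell loss under 80%, at 10 µM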;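 note: anti alpha tubulin signal scored within the nucleus-defined area of each cell; some results filed as inactive read as strong as hits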
Ins promoter up: insulin promoter activators in MIN6 cells, imaging, high-content screening, mouse beta cells | MIN6 insulin promoter-GFP reporter; active compounds read high | z-score at 5 µM | hit rate 0.3% among 190,000 | AID 1625, 2009;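 active = z-score above 3 at 5 µM with at least 500 cells counted in the well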
Autophagy mod: autophagy modulators in MEF cells, primary screen, imaging, high-content, MEF GFP-LC3 | MEF GFP-LC3 puncta imaging; test concentration mostly 10 µM | calls only at 10 µM (by protocol) | hit rate 0.98% among 190,000 | AID 463193, 2010;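 active = percentage of spot-positive cells more than 3 SD above its plate mean, without a fluorescence outlier flag or 80% toxicity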;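 note: spot-positive cell cutoff set from DMSO-treated cells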
ER stress rescue: rescue of cells from ER stress-induced death, primary screen, 384-well, CSM14.1, thapsigargin, ATP luminescence (AID 1222) | CSM14.1 thapsigargin-induced death rescue, ATP luminescence; higher % means a stronger effect | cellular ATP content (survival), % at 20 µM, or EC50 in µM where a hit was titrated | 190,000 tested, under 10 active;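 active = EC50 below 50 µM in the dose-response confirmation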;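 note: death triggered by thapsigargin at about 15 µM added after 2 h compound pretreatment; cell ATP read after overnight thapsigargin exposure of roughly 18 to 22 hours; normalized against plate controls of thapsigargin alone and 5% DMSO vehicle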
Hep lipid drop: inhibitors of hepatocyte lipid droplet formation, primary screen, imaging, high-throughput imaging, BODIPY stain; AML12 mouse hepatocytes, oleate lipid droplets; inhibition, % at 6.5 µM; hit rate 0.4% among 240,000;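 active = lipid droplet intensity inhibited by at least 50%, with more than 500 cells counted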
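Assay system: AML12 hepatocytes (mouse) / Also added: 100 µM oleic acid challenge / Times: overnight treatment with compound plus oleate / Detection: high-content imaging of BODIPY-stained droplets and DAPI nuclei / Evaluation: % inhibition of lipid droplet signal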
Dynein cargo inh: inhibitors of GR-EGFP nuclear translocation, primary screen, dynein cargo transport inhibitor project, imaging, high-content, 3617.4 mouse cells; test concentration mostly 20 µM; stimulated with dexamethasone, 1 µM; active compounds read low; z-score, hits read low; hit rate 0.47% among 220,000;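 active = plate z-score of nuclear minus cytoplasmic receptor signal below a set negative limit, without overly bright fluorescence or cell loss, cut at about -3.5 in these data, passing the limit was not always enough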;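 note: z-score of nuclear minus cytoplasmic ring GR-EGFP intensity difference per well; some compounds called inactive have numbers as strong as hits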
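medium = tetracycline-free induction medium containing charcoal-stripped FBS | also added = 1.0 µM final dexamethasone stimulus | schedule = 48 h induction, 1 h compound, 30 min dex at 37 °C | technique = fixed, Hoechst-stained cells imaged at 10x for EGFP | measure = GR-EGFP nuclear translocation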
M1AAP inhibition: P. falciparum M1AAP inhibitors, biochemical, fluorogenic H-Leu-NHMec substrate, 1536-well (AID 1445) | one-dose inhibition, % at 30 µM; IC50 in µM for titrated hits | recombinant M1AAP, H-Leu-NHMec fluorogenic kinetic assay; higher % means a stronger effect | hit rate 0.42% among 220,000;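 active = primary inhibition above the hit cutoff, then over 50% inhibition at one or more dose response concentrations, cut at about 23% in these data, passing the limit was not always enough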;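 note: plate controls were DMSO full reaction for no effect and no enzyme background for full effect; strong numbers were not always called active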
M17LAP inhibition: P. falciparum M17LAP inhibitors, primary screen, biochemical, fluorogenic H-Leu-NHMec substrate, 1536-well (AID 1619) | inhibition, % at 30 µM, or IC50 in µM where a hit was titrated | Leucine aminopeptidase (Plasmodium falciparum (isolate 3D7)) | hit rate 0.38% among 220,000 | recombinant M17LAP, H-Leu-NHMec fluorogenic kinetic assay; higher % means a stronger effect;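 active = compound inhibiting the enzyme by more than half at any dose during confirmatory dose-response retesting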;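 note: plate controls were full reaction with DMSO carrier for no effect and no enzyme background for full effect; strong numbers were not always called active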
Dynein cargo inh cytoplasmic EGFP: recorded beside Dynein cargo inh, whose call it bears; z-score; measured here: cytoplasmic GR-EGFP intensity; active compounds read high
Dynein cargo inh nuclear GR-EGFP: further read-out of Dynein cargo inh, marked with its call; z-score; measured here: nuclear GR-EGFP intensity;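 lower value marks the stronger effect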
Dynein cargo inh cell count: second read-out of Dynein cargo inh, no call of its own (marks repeat the call); z-score; measured here: cell count per field
Ins promoter up cell count: further read-out of Ins promoter up, marked with its call; cell count; measured here: cytotoxicity, nuclei count;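 total cells summed across four imaged fields per well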
Hep lipid drop cells 6.5 µM: second read-out of Hep lipid drop, no call of its own (marks repeat the call); cell count; measured here: cell count, cytotoxicity flag;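 cells counted across two imaged fields per well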
MT stabilize HCS Hoechst-high %: further read-out of MT stabilize HCS, marked with its call; % Hoechst-high responders; measured here: nuclear condensation Hoechst responders;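 share of cells brighter than vehicle mean plus two SD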
MT stabilize HCS cytotoxicity %: also measured in MT stabilize HCS; calls as there; toxicity, %; measured here: cytotoxicity by cell density;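 0% = mean cell density of plate MIN control wells and 100% = no cells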
Autophagy mod cell loss 18 h: further read-out of Autophagy mod, marked with its call; toxicity, %; measured here: cell loss, nuclei count;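 cell loss after 18 h compound exposure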
* marks the source's active call; other numbers are inactive results; i = inactive; . = not tested or not shown.

compound	Yfh1-off respiration	MT stabilize HCS	MT stabilize HCS Hoechst-high %	MT stabilize HCS cytotoxicity %	Ins promoter up	Ins promoter up cell count	Autophagy mod	Autophagy mod cell loss 18 h	ER stress rescue	Hep lipid drop	Hep lipid drop cells 6.5 µM	Dynein cargo inh	Dynein cargo inh cytoplasmic EGFP	Dynein cargo inh nuclear GR-EGFP	Dynein cargo inh cell count	M1AAP inhibition	M17LAP inhibition
CC(C)(C)/C=N/NC(=O)CNC(=O)c1ccc2c(c1)OCCO2	i	3.8	3.5	5.4	0.16	1222	i	-4	-1.7%	0	585	0.21	-0.095	-0.29	-0.048	11%	11%
CCOC(=O)c1c(NC(=O)Cn2cnc([N+](=O)[O-])n2)sc2c1CCCC2	i	2.1	2.9	6.6	-0.03	1339	i	5	-3.0%	4	630	-0.081	-0.26	0.12	0.37	-1%	5%
CC(C)c1nccn1S(=O)(=O)c1cccc([N+](=O)[O-])c1	i	2.8	1.4	12	0.02	1471	i	-15	-1.1%	36	673	0.067	-0.18	0.3	-0.53	12%	-6%
O=C(Nc1cccc(S(=O)(=O)NC2=NCCC2)c1)C1CCC1	i	3.7	3.0	12	-0.17	1187	i	-9	-0.5%	-7	645	0.5	-0.3	0.62	-0.67	-2%	6%
CCOC(=O)Cc1cnc(NC(=O)c2ccccc2)s1	i	1.6	1.6	4.3	0.6	1152	i	7	-0.1%	.	.	-0.94	-0.19	-0.33	0.28	1%	9%
O=C(NCc1ccco1)c1ccc2snnc2c1	i	3.2	2.0	6.6	0.03	1171	i	0	0.4%	-7	763	0.12	-0.14	0.063	-0.55	12%	-3%
CCOc1ccc(C2C(C(=O)C3CC3)N3C=C(C#N)C=CC3C2(C#N)C#N)cc1 (centres undefined)	i	2.9	2.5	6.2	0.44	1480	i	20	-0.9%	.	.	-3	0.57	-0.75	-0.8	12%	8%
COCc1cc(Sc2c(Cl)cccc2Cl)nc(-c2ccccc2)n1	i	2.5	1.8	10	-1.6	1400	i	-8	-1.7%	.	.	-0.014	-0.2	-0.2	0.25	1%	11%
CCN(CC)CCCNC(=O)C(C)n1nc(C)c2sc3ccccc3c2c1=O (centres undefined)	i	2.2	2.6	5.9	.	.	i	9	-0.5%	-4	772	-0.72	-0.23	-0.56	0.53	3%	21%
CCOC(=O)CCCSc1nnc(CCCCCN2C(=O)c3cccc4cccc(c34)C2=O)o1	i	5.0	3.2	8.6	-0.04	1243	i	6	2.8%	-1	519	-0.78	-0.26	-0.46	1.3	6%	-5%
Cc1cc(C(=O)COc2ccc(Cl)cc2Br)c(C)n1C	i	5.2	4.3	0.6	-0.64	1258	i	4	0.8%	-14	641	-0.98	-0.38	-0.35	1.1	23%	4%
COc1ccccc1CN1C2CCCC1CC(NC(=O)/C=C/c1ccccc1)C2 (centres undefined)	i	2.3	2.2	12	-0.77	1527	i	5	-2.3%	-13	662	0.092	-0.028	0.26	-1.5	-12%	-28%
Cc1ccc(NS(=O)(=O)c2ccc3[nH]c(=O)c(=O)[nH]c3c2)cc1Cl	i	2.8	1.5	7.9	0.19	1132	i	4	0.3%	17	625	-1.3	-0.35	-0.83	1.6	42µM*	8%
CN1CCN(C(=O)c2ccc(Cl)c(S(=O)(=O)N3CCCCC3)c2)CC1	i	7.2	2.6	16	.	.	i	-24	-2.8%	5	827	-0.77	-0.18	0.014	0.15	12%	-4%
COCn1ccnc1C(O)(c1ccc(OC)cc1)c1ccc(OC)cc1	i	2.6	3.1	7.4	-0.21	1104	i	-1	-0.3%	-11	695	-0.82	-0.31	-0.56	0.69	1%	-1%
CCOC(=O)C1CCN(S(=O)(=O)c2cc(Br)cc3c2N(C(C)=O)C(C)C3)CC1 (centres undefined)	i	4.6	3.4	6.2	-0.56	1251	i	18	.	-51	677	-1.5	-0.21	-0.69	0.81	0%	-2%
CCCCn1c2nc3ccccc3nc2c2c(=O)n(C(C)CC)cnc21 (centres undefined)	i	1.3	1.2	3.4	0.3	1192	i	1	-0.9%	.	.	-1.1	-0.19	-0.52	1.1	3%	-14%
COCc1c(C(=O)OC)nnn1-c1ccc(C(F)(F)F)cc1[N+](=O)[O-]	i	4.2	1.6	7.0	0.39	1289	i	25	1.0%	-18	673	0.0065	-0.29	0.058	0.24	-6%	-3%
COc1ccc(CCNC(=O)CN(CCc2ccccc2)S(C)(=O)=O)cc1OC	i	2.5	2.2	1.4	-0.12	1651	i	-1	0.8%	-2	697	-0.24	-0.3	-0.22	-0.48	6%	0%
CC1=C(C(=O)Nc2ccccc2)C(c2ccc(C)o2)n2ncnc2N1 (centres undefined)	i	2.7	2.7	11	-0.02	936	i	-3	0.2%	.	.	-0.45	-0.2	-0.011	0.3	13%	-13%
O=C(c1oc(=O)c2ccccc2c1-c1ccccc1)N1CCOCC1	i	2.3	2.6	7.8	-0.26	1541	i	7	2.2%	.	.	-0.83	-0.19	-0.34	1.1	0%	6%
COc1ccc(Cn2c(C)nc([N+](=O)[O-])c2SCC(=O)O)cc1[N+](=O)[O-]	i	0.8	1.2	5.4	0.21	1406	i	-2	0.5%	-2	698	-1.4	-0.27	-0.62	1.8	.	.
CCc1cc(=O)oc2cc(C)c3c(C)coc3c12	i	0.9	0.8	1.6	.	.	i	1	-0.7%	3	731	-0.8	-0.3	-0.24	0.1	7%	-6%
O=C(O)/C(=C\c1cccc([N+](=O)[O-])c1)c1ccc(S(=O)(=O)N2CCCCC2)s1	i	.	.	.	0.99	1415	.	.	.	2	717	-0.32	-0.26	-0.39	1.3	2%	11%
FC(F)(F)c1cccc(NC(=S)N2CCN(c3ccccn3)CC2)c1	i	5.8	3.1	7.0	-0.15	1445	i	14	1.1%	2	705	0.53	-0.25	0.57	-0.52	-2%	5%
CCOC(=O)N1CCN(S(=O)(=O)/C=C/c2ccccc2)CC1	i	5.5	4.5	7.1	-0.54	1149	i	2	-0.7%	.	.	-0.18	-0.3	0.072	0.49	4%	3%
COc1ccc(CN2CCCC(CNC(=O)c3ccc(F)cc3)C2)c(C)c1C (centres undefined)	i	1.0	1.3	5.5	.	.	i	3	-1.7%	-10	630	-1	0.19	-0.23	0.5	0%	1%
CCC(CC)C(=O)Nc1cccc(C(=O)N2CCCC2)c1	i	4.5	1.2	4.7	0.67	1351	i	-1	3.4%	-7	749	2.7	0.14	2.8	-3	2%	-1%
O=C(CC1SC(=O)N(Cc2cccc3ccccc23)C1=O)Nc1nccs1 (centres undefined)	i	1.8	1.2	7.7	.	.	i	22	-1.3%	.	.	-0.17	-0.19	-0.21	-0.023	6%	0%
O=C(CSCc1c(F)cccc1Cl)NCc1ccncc1	i	2.1	3.4	10	0.7	1437	i	18	1.7%	-1	706	1	-0.12	0.82	-0.11	6%	8%
Cc1c(Br)c([N+](=O)[O-])nn1CCCC(=O)N1CCN(c2ccccc2)CC1	i	1.2	1.7	8.2	0.89	1452	i	-10	0.4%	10	592	0.062	-0.18	0.42	0.089	0%	-20%
COC(=O)c1cc(CSC(=N)N)ccc1OCCC(C)C	i	.	.	.	0.51	1326	.	.	.	-14	678	-0.13	-0.25	-0.08	0.38	-2%	2%
COc1cc(OC)cc(-c2nc3ccccc3c(=O)n2NC(=O)c2cccnc2Cl)c1	i	2.6	2.7	3.1	0.52	1317	i	5	-2.3%	13	612	-0.26	-0.2	0.19	-0.21	8%	-43%
COc1ccc(/C=C/C=C2\N=C(SC)SC2=O)cc1	i	3.7	2.3	5.9	0	1257	i	8	2.8%	4	649	-0.88	-0.3	-0.6	0.29	3%	-4%
O=C(CCc1ccccc1)N1CCN(c2ccccc2F)CC1	i	3.0	2.3	23	-0.38	1679	i	7	0.1%	-25	684	0.31	-0.36	0.64	0.53	0%	3%
COC(=O)C(C)(C)ONC(=O)Nc1ccccc1Cl	i	5.6	2.8	3.5	1.2	1494	i	5	0.9%	-6	684	-1.5	-0.37	-0.35	1.3	4%	-5%
CCCC(=O)Nc1nc2nc(-c3ccccc3)cc(=O)n2[nH]1	i	1.7	0.7	7.6	0.61	901	i	-1	-0.9%	-3	762	-0.95	-0.16	-0.34	0.98	13%	11%

Some entries already given, showing only Ins promoter up cell count and MT stabilize HCS cytotoxicity %.
smiles	Ins promoter up cell count	MT stabilize HCS cytotoxicity %
O=C(CCc1ccccc1)N1CCN(c2ccccc2F)CC1	1679	23
CCOC(=O)N1CCN(S(=O)(=O)/C=C/c2ccccc2)CC1	1149	7.1

Screens (PubChem)
